GSK3 alpha inh – blocks human GSK-3 alpha kinase; ADP-Glo luminescence, 60 min; inhibition, % at 10 µM; hit rate 0.1% among 320,000;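 in the data active = inhibition above about 50%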;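 note: GST-tagged GSK-3 alpha with peptide substrate and 25 µM ATP; 0% = DMSO neutral wells and 100% = GW8510 positive control wells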
Target sequence (P49840 whole entry, looked up): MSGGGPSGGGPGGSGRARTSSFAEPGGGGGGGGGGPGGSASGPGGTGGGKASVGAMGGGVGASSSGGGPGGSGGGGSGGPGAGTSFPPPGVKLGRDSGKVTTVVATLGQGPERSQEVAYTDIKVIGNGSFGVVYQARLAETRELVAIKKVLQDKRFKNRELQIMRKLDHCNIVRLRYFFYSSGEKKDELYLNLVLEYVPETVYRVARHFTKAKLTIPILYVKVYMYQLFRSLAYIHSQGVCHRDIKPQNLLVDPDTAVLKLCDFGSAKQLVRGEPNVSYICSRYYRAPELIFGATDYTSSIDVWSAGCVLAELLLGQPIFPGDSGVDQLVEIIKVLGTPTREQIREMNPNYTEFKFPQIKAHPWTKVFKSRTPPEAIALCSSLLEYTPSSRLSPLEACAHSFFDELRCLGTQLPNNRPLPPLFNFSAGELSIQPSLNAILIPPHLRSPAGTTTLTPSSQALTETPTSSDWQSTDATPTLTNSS
HDAC3 inh – inhibitors of human histone deacetylase 3; O15379; recombinant HDAC3, fluorogenic peptide/trypsin coupled, fluorescence; inhibition, % at 8.3 µM; hit rate 0.15% among 320,000; AID 2718; in the data active = inhibition above about 26%, passing the limit was not always enough; inconclusive = no clear call, values can overlap the other calls
Platelet DG rel – modulates dense granule release in human platelets | human platelet-rich plasma, SFLLRN dense granule ATP release, luminescence | inhibition, %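 (compounds screened at 7.5 µM in platelet-rich plasma)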 | hit rate 0.22% among 300,000 | AID 1663;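 active = mean replicate score, as percent of positive control, at or above 50; inconclusive = mean below 50 but at least one replicate at or above 50; inactive = mean and every replicate below 50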
PolyA inh – blocks polyadenylation in yeast reporter cells; calls only at 12 µM; hit rate 0.02% among 300,000; S. cerevisiae SKY197-pL101 polyadenylation reporter, beta-gal luminescence; efflux-impaired pdr1/pdr3 knockout yeast; score 100 = 6 SD above DMSO;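 active = lowest replicate activity score at least 50, where 100 means six control SD above control mean; inconclusive = lowest score under 50 but half or more replicates reach 50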;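 note: yeast exposed to compound for 9 h at 30 °C; higher score means more reporter readthrough which indicates perturbed polyadenylation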
HSF1 inhib – HSF1 inhibition; NIH3T3-HGL HSE-luciferase, MG132-induced, luminescence 8 h; hits give low values; activity change, negative = inhibition, % at 7.5 µM (by protocol); hit rate 0.77% among 300,000; AID 2098;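 active = more than half of replicate wells show activity change below -50%, luminescence cut by over half; inconclusive = some wells, but at most half, below -50%; inactive = no replicate well below -50%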;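 note: luciferase reports HSF-1 transcriptional activity via heat shock element; 0% = median of DMSO wells and -100% = zero luminescence signal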
AI-2 QS modul – Vibrio harveyi AI-2 quorum sensing modulation. hit rate 0.4% among 300,000. activity change, % at 7.5 µM. AID 2094. Vibrio harveyi JMH597 AI-2 luminescence/OD600 ratio, 9 h; hits give low values; strain lacks LuxN and CqsS sensors; 0 = neutral-control median; in the data active = activity change below about -75%, passing the limit was not always enough; inconclusive = no clear call, values can overlap the other calls;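 note: luminescence divided by OD600 gain over 9 h not by final OD600 alone; inactives centre near 13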
GSK3B inh – inhibitors of human GSK3beta kinase; GST-GSK3beta kinase, ADP-Glo luminescence, 60 min; hits give low values; activity score (negative = inhibition), % at 10 µM; hit rate 0.038% among 300,000; AID 2097;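 active = more than half of replicate wells score below -50%, meaning over 50% inhibition versus plate controls; inconclusive = some replicates but at most half score below -50%; inactive = no replicate scores below -50%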;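 note: 0% = median DMSO wells and -100% = median GW8510 positive control wells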
Target sequence (P49841 whole entry, looked up): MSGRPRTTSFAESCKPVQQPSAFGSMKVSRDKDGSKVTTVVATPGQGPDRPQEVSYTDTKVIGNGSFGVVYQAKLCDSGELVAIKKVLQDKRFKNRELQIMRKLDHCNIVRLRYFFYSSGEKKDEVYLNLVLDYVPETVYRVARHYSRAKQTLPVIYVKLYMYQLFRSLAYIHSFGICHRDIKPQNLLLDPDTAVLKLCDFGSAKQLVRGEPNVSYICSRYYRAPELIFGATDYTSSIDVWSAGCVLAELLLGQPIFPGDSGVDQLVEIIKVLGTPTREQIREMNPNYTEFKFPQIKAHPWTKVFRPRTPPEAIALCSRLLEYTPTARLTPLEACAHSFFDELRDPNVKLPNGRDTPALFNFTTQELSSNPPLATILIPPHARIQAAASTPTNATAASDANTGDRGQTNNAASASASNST
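Test system: GST-tagged human GSK3beta kinase, cell-free; evaluation: activity score scaled between in-plate DMSO and GW8510 controls; measured by: ADP-Glo luminescence; incubation: 60 min reaction, RT; benchmarks: DMSO and 20 µM GW8510; reagent: peptide substrate plus 25 µM ATP (final); medium: Tris/MgCl2 kinase buffer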
Dyrk1A ADPGlo – blocks rat Dyrk1A kinase activity; hit rate 0.43% among 310,000; Q63470; inhibition, % at 12.5 µM; ADP-Glo luminescence, NFATc1 peptide; in the data active = inhibition above about 50%;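 note: plate controls were vehicle with enzyme for no effect and no enzyme for full effect; many of its hits are not listed in these tables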
HSF-1 act – increases HSF-1 driven luciferase reporter signal | AID 504408 | hit rate 1.7% among 300,000 | activation, % at 9 µM | NIH3T3-HGL HSF-1 luciferase reporter, MG132, 8 h; 100% = twice DMSO control signal;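 active = mean replicate activation of at least 50% with a set share of replicates each reaching 50%; inconclusive = only one of those two conditions met; inactive = mean below 50% and too few replicates reaching it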;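 note: 0% = median of the neutral control wells and 100% = twice that signal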
HSP90 inh – blocks HSP90-mediated luciferase refolding in reticulocyte lysate; Rabbit reticulocyte lysate, luciferase refolding luminescence, 3 h; hit rate 0.91% among 290,000; inhibition, % at 5.6 µM; AID 1789;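 active = inhibition above the screen-wide mean plus 3 SD, computed separately per campaign, cut at about 16% in these data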;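 note: 0% = DMSO wells and 100% = 60 µM geldanamycin wells; inhibitors lower the luminescence because luciferase stays unfolded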
Numbers without * were called inactive; i = inactive; ? = inconclusive; . = no result given. These rows are one share of the data (hit frequency here may not be typical).

GSK3 alpha inh	HDAC3 inh	Platelet DG rel	PolyA inh	HSF1 inhib	Structure	AI-2 QS modul	GSK3B inh	Dyrk1A ADPGlo	HSF-1 act	HSP90 inh
-1	-2	-3	i	-1	Cc1cc(C)nc(N/C(=N\S(=O)(=O)Cc2ccccc2)Nc2ccc(F)c(Cl)c2)n1	2	-2	-1	9	0
-1	4	-3	i	-6	CC1=C(C(=O)OCc2ccccc2)C(c2ccc(C#N)cc2)NC(=O)N1CCCC(=O)O (stereo not drawn)	11	-2	-28	4	0
0	-2	-8	i	1	COc1cc(/C=N\NC(=O)c2nonc2N)c(OC)cc1Br	5	1	0	5	0
-2	0	-4	i	15	CCCCN(C)C(=O)C1CCC(CNS(=O)(=O)c2ccc3c(c2)CC(C)N3C(=O)C2CC2)CC1 (stereo not drawn)	13	0	-3	61*	-1
-3	0	-7	i	-2	CCOC(=O)N1CCN(C(=O)C2CCN(Cc3nc(-c4ccccc4C)oc3C)CC2)CC1	35	2	-1	-3	-4
11	13	3	i	1	O=C(N/N=C/c1ccco1)c1ccc(Br)o1	16	-7	4	17	-1
-33	-2	10	i	0	COc1ccc(CCN(C)C2CCCN(C(=O)c3ccnn3C)C2)cc1OC (stereo not drawn)	22	1	-6	-1	-6
0	2	-5	i	-2	CCCCn1c(SCc2nc(N)nc(N3CCCCC3)n2)nc2c1c(=O)n(C)c(=O)n2C	18	1	-5	10	-2
-3	4	7	i	-8	CC(=O)c1sc(NC(=O)C2=NN(c3ccccc3)C(=O)CC2)nc1C	18	-2	-1	0	0
-3	-3	1	i	-7	Cc1ccc(S(=O)(=O)c2cc3c(=O)n4ccccc4nc3n(C3CCCCC3)c2=N)cc1	27	0	-1	-18	0
6	-6	3	i	-7	COc1ccc(-c2cc(C(F)F)n3ncc(C(=O)N4CCSCC4)c3n2)cc1	15	2	9	-7	3
3	-1	-7	i	2	CCN(CC)CCCNC(=S)N(Cc1cccs1)Cc1cc2cc3c(cc2[nH]c1=O)OCCO3	2	0	-5	7	-2
2	-6	-2	i	-4	CCN1CCN(C(CNS(=O)(=O)c2cccs2)c2cccnc2)CC1 (stereo not drawn)	-14	0	11	2	-1
2	-1	14	i	22	N#C/C(=C\c1ccccc1O)C(=O)Nc1cccnc1	15	-1	6	22	-5
1	3	-5	i	-3	C=CCNc1nc(-c2ccc3c(c2)OCCO3)cs1	11	3	5	-14	19*
-1	3	0	i	-2	O=C(c1cc2cc([N+](=O)[O-])ccc2oc1=O)n1cccn1	31	2	.	-9	-1
-3	8	3	i	-3	O=C(N/N=C/c1cccc(O)c1)c1ccc(NC(=O)c2cccc([N+](=O)[O-])c2)cc1	28	-2	5	-1	1
-1	6	9	i	15	COCCOC(=O)C1=C(C)N=C2SCCC(=O)N2C1c1cccc(Br)c1 (stereo not drawn)	22	3	-1	12	7
2	5	10	i	5	COCC(C)n1c(C)cc(C(=O)COC(=O)c2ccc3c(c2)NC(=O)CS3)c1C (stereo not drawn)	11	-29	-69	-3	3
2	3	6	i	4	CC1(CCc2ccccc2)NC(=O)N(Cc2nnc(-c3ccccc3Br)o2)C1=O (stereo not drawn)	21	0	-4	11	2
-2	0	6	i	5	COc1ccccc1C1CC(c2ccccc2)=NN1C(=O)c1ccccc1 (stereo not drawn)	9	-5	2	4	3
-1	-4	5	i	4	CC(=O)C1C(c2ccc(Cl)cc2)c2c(noc2C)CC1(C)O (stereo not drawn)	.	-2	.	-5	0
-1	5	4	i	20	CCOC(=O)N1CCN(C(=O)c2cc(COc3cccc(C(F)(F)F)c3)on2)CC1	-29	-1	-2	26	-4
2	4	-4	i	-9	Cc1nc(SCC(=O)NCC(F)(F)F)c2c(-c3cccs3)csc2n1	21	-1	-59	12	-3
0	-3	15	.	2	Cc1ccc(C(O)CN2C3=NCCN3c3ccccc32)cc1 (stereo not drawn)	21	1	-5	4	1
-2	-4	-3	i	3	CCC/C=C1/CCCOC(C(=O)NCc2cc(C)n(C)n2)(C(F)(F)F)C1 (stereo not drawn)	8	3	13	14	.
-2	-6	.	.	.	CCn1cc(S(=O)(=O)CC(=O)Nc2ccc3c(c2)OCCO3)c2ccccc21	.	.	1	.	-2
-2	-4	2	i	-2	CSCCC(=O)NC1CC(C)(C)Cc2c1cnn2-c1ccccc1C (stereo not drawn)	20	0	2	1	1
.	.	11	i	10	NNc1nc2ccc(Cl)cc2s1	23	1	9	10	-5
-3	-1	-6	i	0	COc1ccc(OC(C)C(=O)Nc2ccc(F)cc2F)cc1 (stereo not drawn)	11	3	-7	-10	5
0	-6	-13	i	10	O=C(Nc1cccnc1)c1cc(F)cc(F)c1	3	-1	2	27	-10
-1	4	-6	i	2	CC1C/C(=C/c2ccco2)C(=O)/C(=C/c2ccco2)C1 (stereo not drawn)	24	2	.	2	5
0	4	-1	i	-6	O=C(CSc1ccc(-c2cccc([N+](=O)[O-])c2)nn1)NCc1ccccc1	7	-3	1	15	-2
-2	-4	8	i	-5	Cc1cc(C)n2c(-c3ccccc3Cl)nnc2n1	14	0	13	-7	0
0	-7	-6	i	-3	COC(=O)c1ccc(COc2ccc(/C=C/C(=O)c3ccc(OC)c(CSCC(=O)O)c3)cc2OC)cc1	11	2	6	-1	0
-6	-1	3	i	-1	CCCC(=O)C1=C(O)C(C(=O)OC)C(C)(C)CC1=Nc1cccc([N+](=O)[O-])c1 (stereo not drawn)	3	-2	-4	-6	-1

2 of the compounds above, with two lines to a compound:
Second line of a record – GSK3 alpha inh | HDAC3 inh | Platelet DG rel | PolyA inh | HSF1 inhib | AI-2 QS modul | GSK3B inh | Dyrk1A ADPGlo | HSF-1 act | HSP90 inh
- Cc1ccc(C(O)CN2C3=NCCN3c3ccccc32)cc1 (stereo not drawn)
→ 0 | -3 | 15 | . | 2 | 21 | 1 | -5 | 4 | 1
- CCC/C=C1/CCCOC(C(=O)NCc2cc(C)n(C)n2)(C(F)(F)F)C1 (stereo not drawn)
→ -2 | -4 | -3 | i | 3 | 8 | 3 | 13 | 14 | .

(cont.)
GSK3 alpha inh	HDAC3 inh	Platelet DG rel	PolyA inh	HSF1 inhib	Structure	AI-2 QS modul	GSK3B inh	Dyrk1A ADPGlo	HSF-1 act	HSP90 inh
-2	3	-5	i	-8	O=C1CN(C(=O)CC2C(=O)NCCN2Cc2ccccc2C(F)(F)F)CCN1 (stereo not drawn)	21	1	6	-16	3
0	3	-10	i	-3	Cc1ccc(SCCC(=O)N(C)C)cc1	1	-2	-4	4	0
-4	-4	-1	i	6	Cc1c(Cl)c([N+](=O)[O-])nn1CC(=O)N1CCc2ccccc2C1	-1	-1	0	4	-6
.	1	0	i	-2	COC(=O)Nc1nc(C)c(C(=O)N(C)C)s1	19	1	2	-6	-4
1	10	6	i	1	COc1ccccc1CNC(=O)CN(C)S(=O)(=O)c1cccc2cccnc12	10	-3	1	-21	1
.	.	2	i	6	CCCCC(C(=O)NC(C)(C)C)N(Cc1ccccc1Cl)C(=O)c1snc(C(N)=O)c1N (stereo not drawn)	21	5	3	9	6
0	16	7	i	0	O=C(CCC1CCCCC1)NNC(=O)c1cnccn1	36	1	-3	2	0
0	5	5	i	3	N#CNC(=Nc1cccc(F)c1)SCc1ccccc1	1	2	-4	9	1
-1	2	-28	i	-3	S=C(Nc1ccc(Cl)cc1)c1sc(N2CCCCC2)nc1N1CCOCC1	28	4	-7	3	3
-2	-3	-9	i	-2	COc1ccc(OC)c(NC(=O)c2ccc3c(c2)OCO3)c1	24	-1	-9	11	-3
4	0	27	i	-6	COC(=O)CSc1nnc([C@H](Cc2ccccc2)NC(=O)OC(C)(C)C)o1	27	2	2	-19	-2
0	8	-2	i	-4	CC1(C)CC(=O)C=C(Nc2ccc(F)cc2F)C1	14	0	-6	-3	-2
-1	0	-2	i	-6	COc1cccc2cc(C(C)N(CCCN3CCOCC3)C(=S)Nc3cc(C)ccc3C)oc12 (stereo not drawn)	4	-1	3	-1	2
-1	2	3	i	6	O=C(CCNS(=O)(=O)c1ccc(Cl)cc1)OCC(=O)c1ccc[nH]1	-32	1	-3	0	-1
-2	9	-1	i	-3	Nc1ccc(C(=O)Nc2cccc(NC(=O)c3ccc(N)cc3)c2)cc1	11	2	-4	-5	-2
-1	3	?	i	6	Cc1onc(-c2ccccc2Cl)c1C(=O)Nc1ccc(Br)cc1	12	-2	4	3	-3
5	-1	2	i	22	COc1ccccc1/C=C/C(=O)NCC(=O)N/N=C/c1cc(Br)ccc1OC	23	0	0	59*	2
1	9	-12	i	6	CCN(CC)CCN(C(=O)C1CCCCC1)c1nc2cc3c(cc2s1)OCO3	14	-2	6	8	0
0	-2	0	i	4	Cc1c(C(=O)N2CCOCC2)[nH]c2ccc(OCc3ccccc3)cc12	16	2	-4	17	6
-1	-2	0	i	0	CCOC(=O)c1c(NC(=O)COC(=O)CCS(=O)(=O)c2ccc(C)cc2)sc(C)c1C	19	7	-1	-4	-1
2	0	-3	i	-1	O=C(CCN1C(=O)c2cccc3cccc(c23)C1=O)N1CCN(Cc2ccc3c(c2)OCO3)CC1	3	1	1	23	3
-2	2	6	i	4	C=CCNC(=S)NNC(=O)c1csc(C)c1C	13	-4	2	13	1
-2	3	-2	i	-1	COc1ccccc1Nc1ccc(C(=O)O)cc1[N+](=O)[O-]	43	3	-6	-6	-3
0	0	-2	i	-6	CC(C)n1nc(C(=O)OCn2nnc3ccccc3c2=O)c2ccccc2c1=O	24	2	-2	-24	0
0	3	-20	i	5	N#CC1(NC(=O)COC(=O)c2ccc(Cl)nc2)CCCCC1	-10	0	-5	12	.
-3	2	16	i	15	C/C(=N\NC(=O)c1cnccn1)c1ccc([N+](=O)[O-])cc1	12	4	6	33	-1
7	-1	-2	i	-1	O=C(Cn1cncn1)NCCCc1ccccc1	21	4	-4	-8	-3
-4	-2	-11	i	-2	CC(C)C(=O)n1nc(-c2cccnc2)nc1NCc1cccs1	8	2	4	-6	-8
1	-10	1	i	10	Nc1nnc(-c2ccc(Cl)cc2)o1	2	5	19	2	-3
-2	-6	-10	i	13	O=c1oc(Nc2cccc(F)c2)nc2ccccc12	26	3	8	12	18*
-1	-1	11	i	1	Cc1cc(O)c2c(C)c(CC(=O)N3CCN(C(=O)C4COc5ccccc5O4)CC3)c(=O)oc2c1 (stereo not drawn)	10	2	-4	13	-2
-5	-1	-8	i	-14	CCc1ccc(C(=O)NNc2cc(Cl)ccc2Cl)cc1	16	-4	5	-4	-7
-1	-6	4	i	-3	CCn1c(=O)c(C(=O)Nc2ccccn2)c(O)c2ccccc21	18	3	0	4	-4
0	1	4	i	7	CC1(C)Cc2c(sc3c2c(=N)n(Cc2ccco2)c(=O)n3CC(=O)Nc2ccccc2)CO1	9	-2	-7	19	6
-5	-5	15	i	-14	O=C(c1cc2c(s1)CCC2)N1C(=O)c2ccccc2S1(=O)=O	12	0	8	-18	0
2	0	4	i	-19	Cc1cc(C)c(NC(=O)OCCN2CCOCC2)c(C)c1	-26	-4	-6	-29	-2

Compound activity as filed in PubChem.
